ADAM17 inh – inhibits human ADAM17; P78536; recombinant ADAM17, EDANS/DABCYL FRET peptide cleavage; inhibition, % at 6.95 µM; hit rate 0.83% among 370,000; AID 720648;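 active means inhibition above the mean of compounds lying between control limits plus 3 SD, set per campaign, cut at about 8.5% in these data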;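 further: 0% = DMSO-only wells as the low control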
hgDAF-12 ag – hgDAF-12 agonism, primary luciferase screen | AID 687014 | HEK293 GAL4-hgDAF12 UAS-luciferase reporter, agonist luminescence; normalized to butyrate control | hit rate 1.8% among 370,000 | activation, % at 6.8 µM;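 active means activation above a cutoff set at the mean of all screened compounds plus 3 SD, cut at about 10% in these data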;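 further: 0% = DMSO wells and 100% = sodium butyrate wells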
DAX1 inh-1 – DAX1 (NR0B1) inhibition, primary screen; HEK293T StAR-luciferase reporter, SF-1/DAX-1 repression relief; inhibition, % at 6.8 µM; hit rate 1.1% among 370,000; AID 652010;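 active means inhibition above the mean over all tested compounds plus 3 SD, cut at about 3.6% in these data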;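 further: 0% = DAX-1 cells with DMSO and 100% = cells lacking DAX-1 with DMSO; higher inhibition means more luminescence from relief of DAX-1 repression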
hcDAF12 agonist – activators of H. contortus DAF-12 nuclear receptor; HEK293 hcDAF-12 lit1-tk-luc reporter, luminescence; 0% DMSO, 100% Δ7-dafachronic acid; activation, % at 6.8 µM; hit rate 1.4% among 370,000; AID 652067;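 active means activation above the mean of all tested compounds plus 3 SD, cut at about 5.5% in these data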;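 further: 100% = response to 3 µM Δ7-dafachronic acid high control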
ssDAF12 agonist – S. stercoralis DAF-12 activation, primary screen | HEK293 ssDAF-12/GRIP1 lit1-tk-luc reporter, luminescence; % of 3 µM dafachronic acid response | hit rate 1% among 370,000 | activation, % at 6.8 µM;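 active means activation above the mean over all tested compounds plus 3 SD, cut at about 0.9% in these data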;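 further: 0% = DMSO-only wells and 100% = 3 µM delta7-dafachronic acid wells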
HGIII-sPLA2 inh – Blocks human group III sPLA2 activity; Q9NZ20; QFRET BODIPY PC-A2 liposome hydrolysis, fluorescence; inhibition, % at 12.2 µM; hit rate 0.56% among 370,000; AID 743126;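 active means inhibition above mean plus 3 SD of compounds lying within the high and low control bounds, cut at about 19% in these data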;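 further: 0% = median of test compound wells and 100% = no enzyme DMSO wells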
Target sequence (Q9NZ20 whole entry, looked up): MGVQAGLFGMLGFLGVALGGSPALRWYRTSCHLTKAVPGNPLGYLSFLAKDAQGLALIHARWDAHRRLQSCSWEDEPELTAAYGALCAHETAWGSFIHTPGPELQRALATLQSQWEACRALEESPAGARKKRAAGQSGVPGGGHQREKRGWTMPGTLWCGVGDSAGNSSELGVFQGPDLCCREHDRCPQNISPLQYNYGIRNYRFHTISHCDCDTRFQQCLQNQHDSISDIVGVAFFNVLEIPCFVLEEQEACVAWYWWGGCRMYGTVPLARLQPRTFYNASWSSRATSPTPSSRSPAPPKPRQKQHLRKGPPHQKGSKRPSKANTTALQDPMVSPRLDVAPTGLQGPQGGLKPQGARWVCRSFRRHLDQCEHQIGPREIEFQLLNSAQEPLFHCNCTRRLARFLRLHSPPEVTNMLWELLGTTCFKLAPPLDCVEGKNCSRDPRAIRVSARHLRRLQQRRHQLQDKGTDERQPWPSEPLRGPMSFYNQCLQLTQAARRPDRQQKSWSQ
DAX1 inh-2 – inhibits human nuclear receptor DAX1 | HEK293 Gal4-DAX1 luciferase reporter, luminescence | inhibition, % at 6.75 µM | hit rate 0.99% among 340,000 | AID 504766;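 active means inhibition above the mean over all tested compounds plus 3 SD, cut at about 4.2% in these data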;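 further: 0% = DAX1-transfected cells with DMSO and 100% = empty-vector control cells with DMSO; inhibition shows as a rise in luminescence from relieved DAX1 repression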
Target sequence (P51843 207-470 limits assumed): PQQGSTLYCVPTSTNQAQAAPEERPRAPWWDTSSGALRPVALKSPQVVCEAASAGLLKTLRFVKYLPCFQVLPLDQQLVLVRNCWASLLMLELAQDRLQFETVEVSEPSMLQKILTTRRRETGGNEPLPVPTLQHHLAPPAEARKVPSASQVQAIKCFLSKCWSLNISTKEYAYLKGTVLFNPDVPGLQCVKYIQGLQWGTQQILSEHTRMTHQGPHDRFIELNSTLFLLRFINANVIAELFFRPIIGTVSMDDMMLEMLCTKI
PLCg1 inh – blocks human PLC-gamma1 enzyme activity. purified PLC-gamma1, fluorogenic substrate, fluorescence. inhibition, % at 12.2 µM. P19174. hit rate 0.84% among 370,000. AID 720700; in the data active means inhibition above about 9.5%
PLC-beta3 inh – inhibitors of human phospholipase C beta3. Q01970. Purified PLC-beta3, fluorogenic substrate, fluorescence. inhibition, % at 12.2 µM. hit rate 0.18% among 370,000. AID 720704; in the data active means inhibition above about 11%;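 further: 0% = median of compound wells on plate and 100% = full blocker control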
ADAM10 inh – inhibits human ADAM10 | recombinant ADAM10, EDANS/DABCYL FRET peptide cleavage, 3 h | hit rate 0.62% among 370,000 | O14672 | inhibition, % at 7 µM;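 active means inhibition above a per-campaign cutoff equal to the mean of compounds falling between control-based bounds plus 3 SD, cut at about 20% in these data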;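 further: 0% = DMSO wells while the 100% control is not disclosed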
GAA850 FXN act – increases GAA850 frataxin promoter reporter activity. HEK293 lucGAA850 FXN promoter luciferase reporter, 24 h; percent of 10 µM SAHA response. activation, % at 6 µM. hit rate 0.56% among 360,000;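 active means activation above the average of all compounds screened plus 3 SD, cutoff fixed separately per campaign, cut at about 7.5% in these data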;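 further: 0% = DMSO wells and 100% = 10 µM SAHA wells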
* hit, by the source's call; i = inactive; · = not tested or not shown.

Below each SMILES – ADAM17 inh	hgDAF-12 ag	DAX1 inh-1	hcDAF12 agonist	ssDAF12 agonist	HGIII-sPLA2 inh	DAX1 inh-2	PLCg1 inh	PLC-beta3 inh	ADAM10 inh	GAA850 FXN act
(1) Cn1nc2c3cc(F)ccc3n(Cc3ccc(F)cc3)cc-2c1=O
    -2	-0.4	0.1	-1.8	-0.5	1	-0.9	-3	-12	-7	2.4
(2) C=CCn1c(SCC(=O)N2CCN(c3ccc(F)cc3)CC2)nnc1-c1cccs1
    -1	-2.6	-2.8	-1.3	-1.2	0	-1.7	-1	3	-1	-0.7
(3) N=c1c(S(=O)(=O)c2ccc(Cl)cc2)cc2c(=O)n3ccccc3nc2n1C1CCCC1
    -6	-0.4	-0.2	-0.2	-1.5	4	1.0	-4	-13	-26	4.1
(4) Cc1ccc(NC(=O)CN(C)Cc2cccs2)cc1Cl
    2	-1.0	-0.3	-1.0	-1.1	-8	2.5	-2	-5	3	1.1
(5) C=CCNS(=O)(=O)c1cccc(C(C)=O)c1
    4	-0.1	-0.3	0.6	-1.2	2	0.8	1	2	7	3.3
(6) O=C(O[C@@H]1[C@H](Cc2ccccc2)NS(=O)(=O)[C@H]2C[C@@H]3C=C[C@]12O3)c1ccccc1Br
    -1	-1.0	-0.2	1.5	-1.6	-8	1.6	1	-1	-6	-0.1
(7) CCCCOC(=O)Oc1ccc2c(=O)c(Oc3cccc(C)c3)coc2c1
    -128	4.1	0.8	1.5	-0.9	-12	-0.6	-472	i	-432	5.2
(8) COc1ccccc1-c1ccc2c(c1)C(C)(Cc1cccc(C#N)c1)C(=O)N2 (configuration not stated)
    5	-0.1	-1.3	-0.2	-0.7	-17	·	0	1	8	11*
(9) CC(C)CCN(C(=O)c1csnn1)C(C(=O)NC1CCCCC1)c1ccc(F)cc1 (configuration not stated)
    0	0.1	-0.1	-1.3	-0.4	2	-0.4	2	-2	-1	5.9
(10) CC(=O)c1cn(CCOc2cc(C)ccc2C)c2ccccc12
    0	-8.7	-1.4	-4.3	-2.0	14	-4.5	3	1	11	-2.6
(11) CCOC(=O)c1ccc(N2C(=O)C(CC(N)=O)N(NC(=O)c3cccc(F)c3)C2=S)cc1 (configuration not stated)
    -4	-2.3	-0.2	2.6	-1.0	-38	-0.3	-6	-6	-1	1.7
(12) CCCCCc1cc(=O)oc2c(C(CCN3CCN(c4ccccc4)CC3)c3ccc(N(C)C)cc3)c(OC)cc(OC)c12 (configuration not stated)
    -4	-0.3	0.6	-0.1	-1.2	-7	1.7	-7	-11	-9	0.7
(13) CN(C)c1ccc(CNC(=O)C2CCC(CNc3c(N4CCCCC4)c(=O)c3=O)CC2)cc1 (configuration not stated)
    -1	-2.2	0.1	1.8	-0.8	7	3.0	4	-4	1	2.0
(14) COc1ccc(C2CC(=O)C3=C(C2)Nc2ncnn2C3c2ccccc2C)cc1 (configuration not stated)
    -8	-4.7	-0.8	-3.0	-1.0	-1	0.1	-4	-6	-19	-4.2
(15) CC(=O)Nc1ccc(N(CC(=O)NC2CCCCC2)C(=O)Cn2nnc(-c3ccccc3)n2)cc1
    -2	-1.1	0.2	-1.0	-1.0	1	-1.3	1	1	-7	0.1
(16) CCOC(=O)c1cc(-c2cccc([N+](=O)[O-])c2)n[nH]1
    2	-1.9	-0.8	0.8	-1.1	5	0.2	-1	-4	-4	1.6
(17) O=C(O)c1ccc(N=Cc2c(O)ccc3oc4c(c23)CCCC4)cc1
    -2	-2.7	-0.3	-0.6	-1.2	-1	-1.9	-20	-38	-4	-1.4
(18) Cn1ncc(Cl)c1C(=O)NCc1ccco1
    2	2.6	0.2	0.1	-0.7	-6	2.9	3	2	2	1.9
(19) COc1cccc(Oc2ccc(C(F)(F)F)cc2NC(=O)c2cccc(F)c2)c1
    2	-0.7	-0.5	-1.8	-1.7	11	-1.2	4	-3	13	2.0
(20) Cc1[nH]c2ccccc2c1C(=O)C(=O)N1CCN(c2cccc(Cl)c2)CC1
    18*	-2.3	-0.8	-2.1	-0.6	-28	-0.5	13*	-1	24*	0.9
(21) O=[N+]([O-])c1cccc(/C=N\N=C2c3ccccc3-c3ccccc32)c1O
    -2	0.1	0.2	0.6	-0.5	10	1.8	0	2	-8	1.9
(22) O=C(NNC(=O)C12CC3CC(CC(C3)C1)C2)c1ccncc1
    -1	-0.2	0.3	-0.5	-1.0	1	-0.9	5	-2	6	-0.2
(23) CC(=O)SCC(C)C(=O)NCc1ccccc1 (configuration not stated)
    -2	-1.0	0.1	-0.3	-1.7	-2	-0.7	4	3	-4	2.5
(24) CCN(CC)C(=O)c1sc(NC(=O)c2ccc(C)c([N+](=O)[O-])c2)c(C#N)c1C
    3	0.4	0.7	-0.6	-0.4	5	0.9	11*	6	11	0.6
(25) COc1ccc(C(=O)OCCN2CCN(C3CN(Cc4cn(Cc5cccc(C)c5)nn4)S(=O)(=O)C3)CC2)cc1OC (configuration not stated)
    -4	-1.9	-3.7	-4.7	-1.9	-8	·	-3	2	-3	·
(26) COc1ccc(OC)c(C2/C(=C(/O)c3cnn(-c4ccccc4)c3C)C(=O)C(=O)N2CCN(C)C)c1 (configuration not stated)
    0	2.1	2.1	0.3	-1.3	-2	0.7	0	-6	-4	-0.2
(27) Cc1noc(C)c1S(=O)(=O)N1CCC(C(=O)Nc2ccc(Br)cc2)CC1
    -1	-0.9	0.5	1.6	-1.0	1	0.2	2	-2	11	-0.4
(28) CC(C)(C)NC(=O)C[C@H]1C[C@H](C(=O)N2CCCCC2)[C@@]2(CCc3ccccc3)c3[nH]c4ccc(Cl)cc4c3CCN2C1=O
    6	2.0	0.5	-1.7	-0.5	10	2.1	11*	11*	4	-0.1
(29) CCOC(=O)C1(Cc2ccccc2)CCN(C2Cc3ccccc3C2)CC1
    -1	3.5	-0.3	1.2	-0.8	0	-0.3	3	-1	6	-4.0
(30) CC(C)[C@H](NC(=O)c1cccs1)C(=O)N1CCC[C@H]1C(=O)NCc1ccccc1
    2	-1.0	-0.3	0.7	-0.9	0	·	5	7	2	·
(31) O=C(O)c1ccc(Cl)cc1NC(=O)C1CCN(S(=O)(=O)c2cccs2)CC1
    -1	2.8	0.0	-0.8	-0.9	-11	1.4	-3	-6	-6	-0.8
(32) OCCN1CCN(C(=S)Nc2ccc(SC(F)F)cc2)CC1
    -2	4.6	0.2	-0.1	-0.9	-2	0.1	-2	1	-4	0.3
(33) N#Cc1ccc(Oc2cccc3cccnc23)c([N+](=O)[O-])c1
    -118	-1.2	-0.3	-0.9	-0.7	3	0.1	-143	-185	-220	2.6
(34) CCc1cc2c(N[C@@H](Cc3ccccc3)C(=O)O)ncnc2s1
    -13	0.3	0.4	1.6	-1.4	9	2.8	-10	-12	-34	-0.3
(35) O=C(c1ccoc1)N1CCCC(N2CCN(c3cccc(C(F)(F)F)c3)CC2)C1 (configuration not stated)
    -2	-1.7	-5.5	-1.9	-1.1	-5	-0.6	-2	-7	-8	0.2
(36) NC(=O)C1CC(=O)N(c2ccc(OCc3ccc([N+](=O)[O-])cc3)cc2)C1 (configuration not stated)
    -3	7.9	1.0	2.2	-1.0	7	-0.2	1	0	-8	2.8
(37) CCn1nnnc1SCC(=O)c1ccc(C)cc1C
    -4	10	3.0	1.1	-0.2	-12	-0.2	1	0	-13	1.1
(38) O=C(COC(=O)c1ccc(S(=O)(=O)N2CCCC2)cc1)Nc1ccc(Cl)cc1
    -6	-1.4	2.2	-1.3	-1.2	8	0.1	1	-7	4	1.5

Assay outcomes deposited in PubChem by The Scripps Research Institute Molecular Screening Center.
